# RPL19A TOR yeast – alters RPL19A-GFP fluorescence in TOR pathway yeast screen; S. cerevisiae RPL19A-GFP strain, flow cytometry, 3 h; stronger effect = lower value; percent response vs DMSO, % at 10 µM; actives 0.3% (n = 330,000); AID 2025;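 active = percent response vs DMSO below 50%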;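 note: median channel GFP fluorescence of the barcoded RPL19A-GFP strain; ratio of sample median GFP to plate DMSO average so 100% = DMSO; lower means less RPL19A-GFP as with rapamycin TOR inhibition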
# JMJD2C inh – inhibitors of human GASC-1 (JMJD2C) demethylase; Q9H3R0; inhibition, % at 2.35 µM; actives 0.069% (n = 330,000); AID 2099; GST-JMJD2C(1-420) H3K9me3 demethylation, DELFIA europium;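 active = more than half of a compound's replicate wells show inhibition beyond 50%, single wells judged on their own value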;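 note: signal counts dimethyl H3K9 product captured on neutravidin plate; 0% = median of DMSO wells and 100% = 0.3 times that DMSO median; strong numbers were not always called active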
# CIT2-GFP yeast – yeast TOR pathway CIT2-GFP modulation | S. cerevisiae CIT2-GFP strain, flow cytometry, 3 h; 100 means same as DMSO wells | GFP response vs DMSO, % at 10 µM | actives 0.065% (n = 320,000);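 active = GFP response relative to DMSO above a set limit, near the screen mean plus 3 SD, cut at about 150% in these data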;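 note: ratio of well median GFP fluorescence to mean of DMSO wells on the plate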
# MEP2 TOR yeast – modulators of TOR pathway MEP2-GFP in S. cerevisiae; actives 0.51% (n = 330,000); S. cerevisiae MEP2-GFP strain, flow cytometry GFP, 3 h; 100% = DMSO control level; GFP response vs DMSO, % at 10 µM;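 active = GFP response versus DMSO above a set limit, roughly screen mean plus 3 SD, cut at about 180% in these data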;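 note: median GFP fluorescence of the barcode-gated MEP2-GFP cells per well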
# GRK2 inh – blocks RNA aptamer binding to human GRK2; P25098; bead flow cytometry, FAM-aptamer displacement from GRK2; inhibition of aptamer binding, % at 10 µM; actives 0.59% (n = 330,000);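 active = inhibition of aptamer binding above 40%, roughly 3 SD of noise, on plates passing a quality check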;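 note: median bead fluorescence of bound FAM aptamer so fluorescent compounds give negative values; no value below 0 was filed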
# VLA-4 inh – inhibition in a human VLA-4 binding assay | P13612 | VLA-4 expressing cells, ligand binding flow cytometry | inhibition, % (about 7 µM as worked out from the volumes in the protocol) | actives 0.2% (n = 330,000); in the data active = inhibition above about 50%
# Target sequence (P13612 whole entry, looked up): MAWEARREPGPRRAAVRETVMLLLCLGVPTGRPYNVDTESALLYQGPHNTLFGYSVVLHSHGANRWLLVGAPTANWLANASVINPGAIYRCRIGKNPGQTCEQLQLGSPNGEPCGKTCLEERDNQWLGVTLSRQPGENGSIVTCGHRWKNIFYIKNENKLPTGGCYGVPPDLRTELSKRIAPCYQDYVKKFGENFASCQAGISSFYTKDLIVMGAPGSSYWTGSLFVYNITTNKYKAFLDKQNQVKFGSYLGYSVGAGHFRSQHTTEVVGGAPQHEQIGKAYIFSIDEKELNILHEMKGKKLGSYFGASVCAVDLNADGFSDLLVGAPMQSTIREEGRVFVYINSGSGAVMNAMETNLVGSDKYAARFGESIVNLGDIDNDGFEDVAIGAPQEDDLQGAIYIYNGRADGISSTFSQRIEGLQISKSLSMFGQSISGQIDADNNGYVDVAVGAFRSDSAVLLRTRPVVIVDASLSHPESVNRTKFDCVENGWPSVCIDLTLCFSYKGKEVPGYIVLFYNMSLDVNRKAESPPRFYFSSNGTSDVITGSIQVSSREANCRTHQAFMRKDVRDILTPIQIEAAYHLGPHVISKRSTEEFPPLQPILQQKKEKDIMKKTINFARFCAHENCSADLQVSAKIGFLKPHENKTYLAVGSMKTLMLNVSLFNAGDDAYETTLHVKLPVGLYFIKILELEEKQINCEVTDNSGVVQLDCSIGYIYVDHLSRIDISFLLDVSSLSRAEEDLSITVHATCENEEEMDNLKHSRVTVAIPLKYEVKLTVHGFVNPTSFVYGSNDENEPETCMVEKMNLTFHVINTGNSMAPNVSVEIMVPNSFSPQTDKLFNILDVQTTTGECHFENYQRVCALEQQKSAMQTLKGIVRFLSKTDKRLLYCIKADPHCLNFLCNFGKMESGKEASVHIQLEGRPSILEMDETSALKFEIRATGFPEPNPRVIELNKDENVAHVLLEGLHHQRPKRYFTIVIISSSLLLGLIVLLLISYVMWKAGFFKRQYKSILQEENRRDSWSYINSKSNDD
# AGP1 TOR yeast – alters AGP1-GFP fluorescence in TOR pathway yeast screen; S. cerevisiae AGP1-GFP multiplex flow cytometry, 3 h; GFP as percent of DMSO wells; AID 2066; actives 0.02% (n = 320,000); GFP response vs DMSO, % at 10 µM;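 active = GFP response relative to DMSO above a set limit, near screen average plus 3 SD, cut at about 150% in these data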;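 note: median GFP channel fluorescence of the gated AGP1 strain per well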
# LAP4 TOR yeast – yeast TOR pathway LAP4-GFP modulation | S. cerevisiae LAP4-GFP multiplex, flow cytometry GFP, 3 h; median GFP as percent of DMSO wells | actives 0.34% (n = 320,000) | GFP response vs DMSO, % at 10 µM;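 active = GFP response vs DMSO above a set limit, about the screen mean plus 3 SD, cut at about 150% in these data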
# The depositor's hits bear a star; x = no result given; & = joins results of further samples.
SMILES,RPL19A TOR yeast,JMJD2C inh,CIT2-GFP yeast,MEP2 TOR yeast,GRK2 inh,VLA-4 inh,AGP1 TOR yeast,LAP4 TOR yeast
Cc1ccc(NC(=O)CN(C)C(=O)c2cccc(S(=O)(=O)N3CCCC3)c2)cc1,96,x,101,93,0,0,103,104
CCOC(=O)c1c(NC(=O)Cn2nc(C(F)(F)F)cc2C)sc(C)c1C,103,-8,103,107,1,8,105,102
Cc1cc(C2=NNC(=NCCc3ccccc3)SC2)c(C)n1CC1CCCO1 (stereo not drawn),99,-8,99,107,0,-8,108,102
CC1CCCCC12NC(=O)N(CC(=O)OCc1c(F)cccc1Cl)C2=O (stereo not drawn),110,3,102,113,0,-2,111,121
NC(=O)CC(NC(=O)Cc1cccc2ccccc12)c1ccc(NCc2cc(F)ccc2F)c([N+](=O)[O-])c1 (stereo not drawn),104,23,102,105,1,3,99,115
COc1ccc(CCNC(=O)c2cc(C(=O)c3cc(Cl)ccc3O)cn(CCc3ccc(OC)cc3)c2=O)cc1,102,-22,100,94,2,-3,95,90
c1ccc2oc(-c3[nH]ncc3CN(Cc3ccncc3)CC3CCCO3)cc2c1 (stereo not drawn),97,3,98,105,1,5,94,102
COc1ccc(N2C(=O)CC(c3ccccc3)C2=O)cc1 (stereo not drawn),92,0,89,90,0,10,98,96
COc1ccc(NC2CCCN(C(=O)c3ccc(C)nc3)C2)cc1 (stereo not drawn),110,-17,105,100,4,-2,99,88
COc1cccc(C(=O)C2CCCN(Cc3cccn3-c3cccnc3)C2)c1 (stereo not drawn),107,-1,101,98,0,-11,103,91
CCN(CC)CCCC(C)NC(=O)c1cccc(S(=O)(=O)N2CCc3ccccc32)c1 (stereo not drawn),95,0,91,88,0,4,94,93
CCC(C)[C@H](NC(=O)N1CC(=O)Nc2ccccc21)C(=O)N1CCC[C@@H]1C(=O)O (stereo partly drawn),96,2,101,118,0,12,97,108
O=C(Nc1nccs1)C1CCCN(S(=O)(=O)c2cccc3cccnc23)C1 (stereo not drawn),107,2,98,106,6,39,109,107
CN(C)C(CNC(=O)c1ccc2nc[nH]c2c1)c1ccccc1 (stereo not drawn),113,1,105,102,0,-5,103,106
S=c1[nH]nc(-c2ccncc2)n1/N=C/C=C/c1ccccc1,101,10,92,107,x,0,111,108
O=C1CSC(c2cccc([N+](=O)[O-])c2)N1c1ccccc1F (stereo not drawn),102,17,100,106,0,7,107,104
CONC(=O)C1CCN(C(=O)OCc2ccccc2)CC1,101,-1,102,105,0,23,103,103
CCOc1ccc(NC(=S)Nc2ccccc2C2CC2)cc1,101,-11,106,104,1,-5,95,96
O=C(C1=C(O)C(=O)N(Cc2ccco2)C1c1cccc([N+](=O)[O-])c1)c1ccco1 (stereo not drawn),104,9,97,103,0,2,93,87
CCOC(=O)c1c(C)[nH]c(C(=O)CN2CC(C)OC(C)C2)c1C (stereo not drawn),95,5,95,103,0,10,100,101
N/C(=N\OC(=O)c1ccoc1)c1ccc(Br)cc1,96,1,131,97,0,2,57,132
Cc1cc(C)n(-c2ccc(C(=O)OCC(=O)c3ccc(Br)s3)cc2)n1,96,0,88,92,3,2,89,98
CN(CC(=O)Nc1ccccc1Cl)C(=O)C1CSC2(C)CCC(=O)N12 (stereo not drawn),90,0,90,95,0,-1,90,86
O=C(CCc1nc2ccccc2c(=O)[nH]1)NNC(=O)c1cccc(Cl)c1,88,2,87,92,4,13,91,94

# 7 compounds drawn at random from those above, as already listed:
SMILES,RPL19A TOR yeast,JMJD2C inh,CIT2-GFP yeast,MEP2 TOR yeast,GRK2 inh,VLA-4 inh,AGP1 TOR yeast,LAP4 TOR yeast
Cc1cc(C)n(-c2ccc(C(=O)OCC(=O)c3ccc(Br)s3)cc2)n1,96,0,88,92,3,2,89,98
CN(CC(=O)Nc1ccccc1Cl)C(=O)C1CSC2(C)CCC(=O)N12 (stereo not drawn),90,0,90,95,0,-1,90,86
CONC(=O)C1CCN(C(=O)OCc2ccccc2)CC1,101,-1,102,105,0,23,103,103
O=C1CSC(c2cccc([N+](=O)[O-])c2)N1c1ccccc1F (stereo not drawn),102,17,100,106,0,7,107,104
CCOc1ccc(NC(=S)Nc2ccccc2C2CC2)cc1,101,-11,106,104,1,-5,95,96
O=C(C1=C(O)C(=O)N(Cc2ccco2)C1c1cccc([N+](=O)[O-])c1)c1ccco1 (stereo not drawn),104,9,97,103,0,2,93,87
O=C(Nc1nccs1)C1CCCN(S(=O)(=O)c2cccc3cccnc23)C1 (stereo not drawn),107,2,98,106,6,39,109,107

# (cont.)
SMILES,RPL19A TOR yeast,JMJD2C inh,CIT2-GFP yeast,MEP2 TOR yeast,GRK2 inh,VLA-4 inh,AGP1 TOR yeast,LAP4 TOR yeast
COc1cccc(NC2=NCC(=O)N2Cc2cccs2)c1,98,3,91,96,2,5,98,103
Cc1ccccc1-n1c(SC(C)C(=O)N2CCN(C)CC2)nc2ccccc2c1=O (stereo not drawn),101,8,97,102,1,-4,104,102
CCOc1ccc(NC(=O)C(=O)NCC2CCCN2CC)cc1 (stereo not drawn),103,-5,95,104,7,3,103,98
Cc1ccc(-c2cc(-c3ccccc3)nc(Cl)n2)cc1,93,9,96,96,0,12,97,93
COc1cc(C2=NOC(C(=O)NCc3cccnc3)C2)cc(OC)c1OC (stereo not drawn),107,4,112,107,0,8,113,111
CC(C)(C)c1ccc(CNc2ccc([N+](=O)[O-])cn2)cc1,95,2,84,90,0,11,91,99
COc1cc(C#Cc2c(-c3cncn3C)n(C)c3ccc(-c4ccc(OC)nc4)cc23)cc(OC)c1,82,4,73,105,4,33,58,132
C[C@H](CO)N1C[C@H](C)[C@@H](CN(C)CC2CCCCC2)Oc2c(NC(=O)CCC(F)(F)F)cccc2C1=O,94,-11,89,103,0,22,100,98
CC(=O)Nc1ccc(C23CC4CC(CC(C4)C2)C3)cc1,97,40,92,107,1,5,94,108
CCN(CC(=O)Nc1ccccc1C(F)(F)F)C(=O)c1ccccc1Cc1ccccc1,98,1,99,97,0,30,100,102
CN1CCN(C(=O)CCN2C(=O)/C(=C/c3ccc(F)cc3)SC2=S)CC1,104,-31,101,110,0,-8,98,96
Cc1cc(C)n2nc(SCC3COc4ccccc4O3)nc2n1 (stereo not drawn),98,24,88,102,0,4,100,104
Cc1cc(C)cc(-n2ccn(CC(=O)NCCc3ccccc3)c(=O)c2=O)c1,105,-6,105,103,2,4,101,104
COc1cccc(Nc2nc(C)nc3c2oc2ccccc23)c1,104,-9,103,107,0,13,84,100
Cc1ccc(C)c(OCC(=O)Nc2ccc(C(=O)O)cc2NC(=O)COc2cc(C)ccc2C)c1,101,0,100,102,0,1,99,89
COc1ccc(CNC(=O)CSc2nc3nc(C)cc(C)n3n2)cc1,114,-7,108,108,1,-1,114,115
COc1ccc(OC)c(NS(=O)(=O)c2ccc(SC)cc2)c1,89,2,95,89,3,-5,93,89
Cn1c(=O)c2c(ncn2C)n(C)c1=O,105,9,86,101,0,-21,88,110
COc1ccccc1CNC(=O)c1ccc2c(c1)OCO2,100,-8,107,118,0,12,98,104
O=C(NCCOC(=O)c1ccncc1)c1ccccc1,98,6,88,97,0,6,94,101
CCn1c(SCc2ccc([N+](=O)[O-])cc2)nnc1C(C)NC(=O)c1ccccc1Br (stereo not drawn),103,1,105,108,0,20,109,101
Cc1ccc(C)c(OCCC(=O)OCC(=O)N2CCN(S(=O)(=O)c3ccc(Cl)cc3)CC2)c1,109,-3,121,108,0,4,121,115
COc1cccc(NS(=O)(=O)c2nc3nc(C)cc(C)n3n2)c1,99,-10,100,107,3,21,109,101
CCN(CCn1cccn1)Cc1ccccc1OCC(O)CN1CCc2ccccc2C1 (stereo not drawn),102,7,101,97,x,10,94,98
CCOC(=O)c1c(S(=O)(=O)NCC(=O)NCc2cccc(C)c2)c(C)n(C)c1C,99,1,98,94,0,20,102,98
Cc1cc(Cl)ccc1OCC(=O)OCC(=O)Nc1cccnc1Cl,97,x,98,101,0,-4,91,111
CNC(=O)c1ccccc1F,98,-8,88,102,0,11,101,97
ONC(=Nc1ccccc1Cl)c1c(F)cccc1F,103,-5,99,101,4,-9,111,120
COc1ccc(-n2ncc3c2CC(C)(C)CC3NC(=O)c2ocnc2C)cc1 (stereo not drawn),100,-1,103,91,6,-9,93,73
O=C(CSc1ncnc2sc3c(c12)CCC3)NCC1CCCO1 (stereo not drawn),105,9,95,101,0,10,93,91
c1ccc(-n2cccc2CNC2CCCCC2)cc1,96,2,105,97,0,-5,101,102
CCN1CCN(c2cc(C)c3cc(NC(=S)N4CCOCC4)ccc3n2)CC1,96,4,79,93,0,1,104,97
CC1CCCCN1S(=O)(=O)c1ccc(S(=O)(=O)N2CCN(c3ccc(F)cc3)CC2)cc1 (stereo not drawn),99,-24&-2,95,103,0,12,102,95
COc1ccc(NS(=O)(=O)c2ccc(NC(=O)C(C)(C(F)(F)F)C(F)(F)F)cc2)nn1,103,0,99,104,0,8,101,98
Cc1nc2cc(Nc3nnc(-c4ccccc4)c4ccccc34)ccc2n1C,93,-16,100,103,0,13,100,106
COc1ccc(-n2c(-c3ccc(Cl)cc3)c[nH]c2=S)cc1,96,-33,94,98,0,7,94,102
NS(=O)(=O)c1ccc(NC(=O)CSC2CCCCC2)cc1,96,-13,101,101,3,4,102,106
C[C@]12CC[C@@H]3c4ccc(O)cc4C(=O)C[C@H]3[C@@H]1CC[C@@H]2O,98,-2,95,96,2,-2,90,106
CCC(=O)N(CCc1ccc(OC)c(OC)c1)Cc1cc2ccc(C)cc2n2nnnc12,102,5,109,103,0,16,103,103
Cn1cnnc1SCC(=O)c1c[nH]c2ccccc12,98,5,95,107,0,-2,93,96
Cc1noc(NS(=O)(=O)c2ccc(NC(=O)c3ccoc3C)cc2)c1C,99,21,100,100,0,5,104,92
O=C(N/N=C\c1cccnc1)c1ccc(Cl)s1,118,-5,86,103,0,5,87,77
COc1ccc(Nc2cc(C(=O)N3CCc4ccccc4C3)c3ccccc3n2)c(OC)c1,105,-2,103,101,0,4,103,93
CN1CCC(CNC(=O)Nc2csc3ccccc23)CC1,93,-3,86,100,0,-6,97,106
C/[N+]([O-])=C\C1C(=O)CC(C)(C)CC1=O,97,4,97,96,1,2,99,101
O=C(COC(=O)c1n[nH]c2ccccc12)Nc1ccccc1F,101,-17,108,108,5,-19,106,107
CN(CC(=O)Nc1ccc(N2CCOCC2)cc1)CC(=O)Nc1ccccc1[N+](=O)[O-],104,-6,93,104,1,-3,97,98
O=C(Nc1cccc(C(F)(F)F)c1)c1cccc(NS(=O)(=O)c2ccc(O)c(C(=O)O)c2)c1,102,0,103,105,7,6,97,95
Cc1cccc(C)c1NC(=O)c1nc(S(=O)(=O)Cc2ccccc2)ncc1Cl,94,-22,101,112,0,9,72,84
O=C(COc1ccccc1)N=C1SC2CS(=O)(=O)CC2N1c1ccc(F)cc1F (stereo not drawn),101,-6,108,105,0,1,100,94
CC(C)CC(C(=O)OCC(=O)c1c(N)n(C)c(=O)n(C)c1=O)N1C(=O)C2CC=CCC2C1=O (stereo not drawn),107,-16,100,107,0,10,109,111
Cc1ccccc1NC(=O)NC1(C(=O)NCCCN2CCOCC2)CCCCC1,96,-167,99,102,0,-11,96,94
CC(OC(=O)c1ccc(Cl)nc1)C(=O)NC1(C#N)CCCCC1 (stereo not drawn),99,0,92,102,0,1,101,108
N/C(Cc1ccc(Cl)cc1)=N\OC(=O)C1CCCCC1,110,1,135,102,0,-16,64,115
O=C(O)c1ccc(CNC(=O)c2ccc(Br)o2)cc1,99,-15,96,99,0,-7,101,97

# From PubChem
